Assay outcomes from PubChem.
Jurkat NFkB inh – inhibitors of induced NF-kB luciferase reporter, primary screen, TCR NF-kB activation inhibitor project, cell-based, luminescence, uHTS; Jurkat, PMA/ionomycin-induced NF-kB luciferase reporter; inhibition, % at 4 µM; 330,000 tested, 0.53% active
Gli-Sufu antag – Gli-Sufu pathway antagonists, primary screen, luciferase luminescence, Sufu-KO-LIGHT cells, uHTS; Sufu-KO-LIGHT fibroblasts, Gli luciferase reporter luminescence; inhibition, % at 5 µM; 340,000 tested, 0.74% active;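 active = inhibition above about 55%, limit read from the data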;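 note: 0% = DMSO-treated cells and 100% = wells with medium but no cells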
EBI2 antag – EBI2 receptor antagonists, beta-arrestin recruitment, primary screen, cell-based, luminescence, 7a,25-OHC stimulation, uHTS. inhibition, % at 5 µM. 360,000 tested, 0.81% active. 7a,25-OHC stimulated. AID 651636, 2012; in the data active = inhibition above about 38%;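 note: enzyme fragment complementation signal reports receptor beta-arrestin coupling in cells; 0% = agonist plus DMSO wells and 100% = wells without agonist; some results beyond the cut were filed as inactive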
Target sequence (P32249 whole entry, looked up, the tested form may be a part): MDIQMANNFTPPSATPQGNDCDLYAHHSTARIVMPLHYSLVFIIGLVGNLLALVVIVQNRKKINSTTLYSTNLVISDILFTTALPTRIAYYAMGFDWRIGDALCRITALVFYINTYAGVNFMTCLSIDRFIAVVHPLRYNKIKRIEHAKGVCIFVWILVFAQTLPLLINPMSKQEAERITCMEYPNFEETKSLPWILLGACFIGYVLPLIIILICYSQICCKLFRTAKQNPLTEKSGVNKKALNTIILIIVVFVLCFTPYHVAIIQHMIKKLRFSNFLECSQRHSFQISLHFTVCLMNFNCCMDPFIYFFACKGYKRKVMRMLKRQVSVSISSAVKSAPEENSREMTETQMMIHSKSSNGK
697 NFkB inh – inhibitors of PMA/ionomycin-induced NF-kB reporter, 697 cells, primary screen, B-cell NF-kB inhibitor project, cell-based, luminescence, uHTS | inhibition, % at 4 µM | AID 435022, 2010 | 330,000 tested, 0.33% active | 697 B-cell NF-kB luciferase reporter, 16 h; in the data active = inhibition above about 35%
UBC13 polyUb – UBC13 polyubiquitin chain formation inhibitors, primary screen, biochemical, TR-FRET, uHTS; Ubiquitin-conjugating enzyme E2 N (Homo sapiens), P61088; inhibition, % at 20 µM; 330,000 tested, 0.47% active; AID 485273, 2010; in the data active = inhibition above about 45%, passing the limit was not always enough
Target sequence (P61088 whole entry, looked up): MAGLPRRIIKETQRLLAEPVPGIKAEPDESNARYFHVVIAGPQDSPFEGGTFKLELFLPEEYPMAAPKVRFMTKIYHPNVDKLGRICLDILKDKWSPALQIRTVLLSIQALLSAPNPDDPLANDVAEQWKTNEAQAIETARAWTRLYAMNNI
SENP8 block – SENP8 protease inhibitors, primary screen, biochemical, luminescence. Sentrin-specific protease 8 (Homo sapiens), Q96LD8. purified SENP8, Z-RLRGG-aminoluciferin cleavage. inhibition, % at 10 µM. 330,000 tested, 1.2% active. AID 2540, 2010
Apaf-1 inh – inhibitors of human Apaf-1 apoptosome, primary screen, biochemical, DEVD-Rh110 fluorescence, uHTS | 330,000 tested, 0.71% active | inhibition, % at 20 µM | Apoptotic protease-activating factor 1 (Homo sapiens), O14727 | reconstituted apoptosome caspase-3 activity | AID 489030, 2010; active = inhibition of at least 40% at 20 µM;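 note: plate controls were DMSO wells for no effect and DEVD-CHO caspase inhibitor wells for full effect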
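Assay system: Apoptosome proteins | Medium: pH 7.5 Hepes buffer with CHAPS, BSA, DTT | Also added: Cytochrome c and DEVD-Rh110 substrate | Times: 30 min plus 50 min, RT | Detection: Rhodamine 110 fluorescence at Ex 480/Em 540 nm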
CCR6 antagonist – CCR6 receptor antagonists, primary screen, cell-based, CHO-K1, luminescence, beta-arrestin, uHTS. CHO-K1 CCR6 PathHunter beta-arrestin, CCL20-stimulated. C-C chemokine receptor type 6 (Homo sapiens), P51684. inhibition, % at 20 µM. AID 493098, 2011. 340,000 tested, 0.49% active;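 active = compounds whose inhibition of the agonist-driven luminescence signal at 20 µM reaches about 50%, limit read from the data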;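 note: cells stimulated with CCL20 at 14 nM final; plate controls were DMSO with CCL20 for no effect and DMSO without agonist for full effect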
Target sequence (P51684 whole entry, looked up): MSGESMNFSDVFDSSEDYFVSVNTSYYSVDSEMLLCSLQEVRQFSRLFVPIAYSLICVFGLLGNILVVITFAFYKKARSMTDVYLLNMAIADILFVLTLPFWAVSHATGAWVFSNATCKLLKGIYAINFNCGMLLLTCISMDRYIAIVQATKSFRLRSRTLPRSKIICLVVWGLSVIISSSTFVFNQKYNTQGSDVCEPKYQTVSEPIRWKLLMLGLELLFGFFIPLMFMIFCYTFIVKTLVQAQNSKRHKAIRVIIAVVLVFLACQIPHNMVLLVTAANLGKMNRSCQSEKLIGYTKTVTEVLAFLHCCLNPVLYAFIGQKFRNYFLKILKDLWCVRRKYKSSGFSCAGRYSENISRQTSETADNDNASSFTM
The depositor's hits bear a star; . = no result given. Cut-off read from the data, not from the text of the source, unless noted: active = inhibition above about 50%; inactive = the rest.

SMILES	Jurkat NFkB inh	Gli-Sufu antag	EBI2 antag	697 NFkB inh	UBC13 polyUb	SENP8 block	Apaf-1 inh	CCR6 antagonist
Cc1ccc(C)c(N2CCN(c3ccc([N+](=O)[O-])cn3)CC2)c1	47	6	-5	1	-6	0	10	6
CC1CCN(S(=O)(=O)c2cccc(C(=O)NCc3cccs3)c2)CC1	-2	7	0	16	0	3	4	-4
O=C(CCCCC(=O)Nc1ccccc1Cl)Nc1ccccc1Cl	8	-34	-6	1	4	-19	3	1
Cc1ccccc1-n1nnnc1SCC(C)C	-2	11	1	26	3	-1	5	12
O=c1cc(-c2ccc(O)cc2)oc2c(O)c(O)c(O)c(O)c12	5	4	-4	21	-33	24	39	8
Cc1ccc(C2c3[nH]c4ccccc4c3C[C@H]3C(=O)N(c4ccccc4C(=O)NCCCN4CCOCC4)C(=O)N23)cc1 (stereo partly drawn)	10	-21	1	12	17	0	15	2
O=C(N=C1SC2CS(=O)(=O)CC2N1c1ccccc1Cl)C1CCCO1 (stereo not drawn)	1	-10	0	14	7	3	-9	-1
O=C(NCc1cc(C(F)(F)F)ccc1Cl)c1cccc2c1C(=O)c1ccc(-c3ccc(OC(F)(F)F)cc3)cc1S2(=O)=O	13	.	.	19	-8	-4	8	.
Cc1ccc(C(=O)c2c3ccccc3[n+]([O-])n2CCC(=O)O)cc1	-10	-12	-15	9	2	1	5	3
Cc1nc2ccccn2c1CN(C)C(=O)C1CCC(=O)N(Cc2cccc(F)c2)C1 (stereo not drawn)	3	-3	-2	-4	10	-9	-13	10
O=S(=O)(Nc1cccc(-c2cn3c(n2)SCC3)c1)c1ccccc1F	1	1	-13	-1	2	4	13	0
CN1CCC(N(C)C(=O)c2cccc(S(=O)(=O)N3CCc4ccccc43)c2)CC1	-8	16	-6	1	0	7	-2	1
CCn1cc(CNC(=O)NC2CCCCC2)c(C)n1	-12	-19	-7	-9	8	-4	-16	9
COc1cccc(C(C)NC(=O)Nc2cc(Cl)ccc2OC)c1 (stereo not drawn)	10	-3	-3	11	2	0	-3	11
COc1cc(NC(=O)CSc2ncnc3c2cnn3Cc2ccccc2)cc(OC)c1	-4	4	26	7	0	7	6	5
CSc1nnc(C)c(/C=C/Nc2ccc(C)cc2)n1	-31	10	-5	-31	-28	3	5	6
COc1ccc(S(=O)(=O)Nc2ccc3c(c2)CCC3)cc1	7	15	13	-5	1	-2	7	-1
Cc1cc(C)cc(NC(=O)COC(=O)Cc2ccccc2F)c1	9	-9	-3	-3	2	-3	7	5
Cc1[nH]n(-c2ccccc2)c(=O)c1C=NCc1ccncc1	-1	-1	3	14	-20	-7	-4	7
O=C(OCC(=O)N1CCCC1)c1cc2c(cc1[N+](=O)[O-])OCCO2	-23	-4	-15	-27	-12	-5	6	-1
CCOC(=O)CC1(c2ccc(OC)c(OC)c2)C(=O)c2ccccc2C1=O	10	-6	-7	-15	3	3	-16	-5
C/C(=N/N1CCN(c2ccccn2)CC1)c1cccc([N+](=O)[O-])c1	-2	1	-5	15	8	-11	-7	-15
O=C(OCc1ccc(Br)cc1)c1cccc(S(=O)(=O)N2CCCC2)c1	-3	-6	16	5	-5	8	15	12
COc1cc(/C=C2\SC(N3CCC(C)CC3)=NC2=O)ccc1O	61*	-4	40*	34	-17	5	3	12
CCOC(=O)c1cc(C#N)c(Oc2ccccc2OC)nc1-c1ccccc1	14	4	9	4	10	-6	14	8
Remaining list, next part:
SMILES	Jurkat NFkB inh	Gli-Sufu antag	EBI2 antag	697 NFkB inh	UBC13 polyUb	SENP8 block	Apaf-1 inh	CCR6 antagonist
O=C(O)c1ccc(N2C(=O)CC(SC(=Nc3ccccc3)Nc3ccccc3)C2=O)cc1 (stereo not drawn)	15	1	0	15	3	-1	0	18
Cc1cccc(NC(=O)CSCC(=O)NNC(=O)c2ccoc2C)c1	18	-8	-12	5	1	-20	10	1
O=C(NC1CCCCC1)N1CCN(CCc2ccccc2)CC1	8	1	-3	12	-5	-10	-2	-4
Cc1ccc(C)c(OCC(=O)NNC(=O)C2CCC2)c1	0	3	3	1	0	0	6	4
COc1ccc(CC(O)CC2c3c(cc4c(c3OC)OCO4)CCN2C)cc1 (stereo not drawn)	20	41	2	3	5	2	-4	8
CC1CC(C)CN(c2ncc3c(n2)CC(c2ccccc2)CC3=O)C1 (stereo not drawn)	13	-4	10	14	17	-3	23	29
Cc1ccc(/C=N/Nc2ccc(F)cc2)s1	-9	-3	4	-3	-5	7	16	13
CC(=O)Oc1cccc(C(=O)Nc2cccc(C(=O)Nc3ccccc3C(=O)O)c2)c1	3	20	-7	6	-12	7	0	7
CC[C@@H](C)[C@H](NC(=O)Cc1c(C)c2cc3c(C)coc3c(C)c2oc1=O)C(=O)O	-3	0	0	-5	10	1	2	6
COc1cccc(-c2cccc(NC(=O)C3CCN(Cc4nccs4)CC3)c2)c1	2	-3	-5	6	10	-1	-6	16
Cc1ccc(-n2cnnn2)c(S(=O)(=O)N2CCOCC2)c1	2	-8	2	-3	4	-4	-11	4
COc1cccc(CNS(=O)(=O)c2cc(-c3cc(C)no3)ccc2C(C)C)c1	11	-1	24	-12	0	2	15	13
CCCN1C2CCCC1CC(NC(=O)c1cccc(OC)c1)C2 (stereo not drawn)	18	21	0	6	10	4	-2	12
CC(=O)Nc1ccc(NC(=O)c2cc[n+]([O-])cc2)cc1	-10	41	3	5	-5	-3	5	-3
CC(C)(C)NC(=O)c1cccc(NC(=O)Cc2ccc(Br)cc2)c1	-4	0	8	-28	-11	-7	-2	-3
Cc1ccn(CC(=O)NC2CC(C)(C)Cc3c2cnn3-c2ccc(F)cc2)n1 (stereo not drawn)	-28	6	-4	-16	6	4	-3	9
COc1ccc(NC(=S)N2CCN(c3ccccn3)CC2)cc1	9	-4	6	6	7	2	-10	9
O=C(NC1CCCCC1)NC1(C(=O)N2CCN3CCCC3C2)CCCCC1 (stereo not drawn)	-1	5	2	15	4	5	-2	4
COCCNC(=S)N/N=C(\C)c1ccc(C)c([N+](=O)[O-])c1	3	2	-22	7	17	-1	-1	12
CCCCCCCCN1[C@@H](CC(=O)OC)c2cc(C(F)(F)F)ccc2S1(=O)=O	17	2	18	8	5	-5	11	24
COc1cc(-c2nc(CN3CCN(C(=O)c4ccco4)CC3)c(C)o2)ccc1F	-3	11	-22	-4	-1	6	9	-8
O=C(N[C@H]1CCC(=O)N([C@H](CSc2ccc(Br)cc2)Cc2ccccc2)CC1)OCc1ccccc1	1	20	26	-4	-12	-14	32	21
COc1cc(/C=N/n2c(-c3ccccc3)n[nH]c2=S)cc(OC)c1OC	-5	5	-2	-13	-5	4	-11	15
Cc1noc(/C=C/c2ccco2)c1S(=O)(=O)N1CCC(C(=O)N2CCc3ccccc3C2)CC1	-17	7	33	-16	-14	-3	31	9
CCCCn1c(NCc2ccccn2)nc2ccccc21	3	1	8	-3	9	-4	-19	3

Sorted by formula weight (high to low): part of the list above.
SMILES	Jurkat NFkB inh	Gli-Sufu antag	EBI2 antag	697 NFkB inh	UBC13 polyUb	SENP8 block	Apaf-1 inh	CCR6 antagonist
O=C(N[C@H]1CCC(=O)N([C@H](CSc2ccc(Br)cc2)Cc2ccccc2)CC1)OCc1ccccc1	1	20	26	-4	-12	-14	32	21
CCCCCCCCN1[C@@H](CC(=O)OC)c2cc(C(F)(F)F)ccc2S1(=O)=O	17	2	18	8	5	-5	11	24
CC(=O)Oc1cccc(C(=O)Nc2cccc(C(=O)Nc3ccccc3C(=O)O)c2)c1	3	20	-7	6	-12	7	0	7
COc1cccc(-c2cccc(NC(=O)C3CCN(Cc4nccs4)CC3)c2)c1	2	-3	-5	6	10	-1	-6	16
COc1cccc(CNS(=O)(=O)c2cc(-c3cc(C)no3)ccc2C(C)C)c1	11	-1	24	-12	0	2	15	13
CC[C@@H](C)[C@H](NC(=O)Cc1c(C)c2cc3c(C)coc3c(C)c2oc1=O)C(=O)O	-3	0	0	-5	10	1	2	6
COc1ccc(CC(O)CC2c3c(cc4c(c3OC)OCO4)CCN2C)cc1 (stereo not drawn)	20	41	2	3	5	2	-4	8
Cc1ccn(CC(=O)NC2CC(C)(C)Cc3c2cnn3-c2ccc(F)cc2)n1 (stereo not drawn)	-28	6	-4	-16	6	4	-3	9
O=C(NC1CCCCC1)NC1(C(=O)N2CCN3CCCC3C2)CCCCC1 (stereo not drawn)	-1	5	2	15	4	5	-2	4
COc1cc(/C=N/n2c(-c3ccccc3)n[nH]c2=S)cc(OC)c1OC	-5	5	-2	-13	-5	4	-11	15
CC1CC(C)CN(c2ncc3c(n2)CC(c2ccccc2)CC3=O)C1 (stereo not drawn)	13	-4	10	14	17	-3	23	29
CCCN1C2CCCC1CC(NC(=O)c1cccc(OC)c1)C2 (stereo not drawn)	18	21	0	6	10	4	-2	12
O=C(NC1CCCCC1)N1CCN(CCc2ccccc2)CC1	8	1	-3	12	-5	-10	-2	-4
COCCNC(=S)N/N=C(\C)c1ccc(C)c([N+](=O)[O-])c1	3	2	-22	7	17	-1	-1	12
CCCCn1c(NCc2ccccn2)nc2ccccc21	3	1	8	-3	9	-4	-19	3
CC(=O)Nc1ccc(NC(=O)c2cc[n+]([O-])cc2)cc1	-10	41	3	5	-5	-3	5	-3
Cc1ccc(/C=N/Nc2ccc(F)cc2)s1	-9	-3	4	-3	-5	7	16	13

More records follow.
SMILES	Jurkat NFkB inh	Gli-Sufu antag	EBI2 antag	697 NFkB inh	UBC13 polyUb	SENP8 block	Apaf-1 inh	CCR6 antagonist
O=C(Nc1ccon1)Nc1ccc(F)cc1F	11	-17	-6	6	0	-5	4	0
COc1ccc(CCNC(=O)c2cc(-c3ccco3)on2)cc1OC	-23	5	1	50*	-1	-1	-35	4
O=C(NCC(O)c1ccccc1)Nc1cccs1 (stereo not drawn)	-26	-6	1	-2	2	-2	-3	7
CNc1cc(C)nc(N2CCOCC2)n1	18	2	-20	18	8	3	-8	-14
CCc1nnc(NC(=O)CC23CC4CC(CC(C4)C2)C3)s1	10	2	-9	-11	-3	-7	7	-2
Cc1cc2nnc(SC(C)C#N)n2c2ccccc12 (stereo not drawn)	10	-1	-19	11	6	7	5	-13
Cc1cccc(OCC(=O)NCCNC(=O)c2cccnc2)c1	7	-5	11	0	2	-1	-2	10
CC1CC(C)CN(c2ncc3c(n2)CC(c2ccccc2Cl)CC3=O)C1 (stereo not drawn)	15	27	40	2	8	-17	23	22
Cn1c(/C(C#N)=N/O)nc2ccccc21	-2	-3	2	2	5	5	-4	-13
CC(C)(C)c1ccc(C(=O)C2CCCN(C(=O)CN3CCCC3=O)C2)cc1 (stereo not drawn)	-11	0	-5	-38	6	-1	-14	11
CC(C)(C)NC(=O)CN(Cc1ccc2c(c1)OCO2)C(=O)CCC(=O)Nc1nccs1	-9	5	3	28	2	1	-28	-3
O=C(NC1CCCCC1)C1CCC(CNS(=O)(=O)c2cccc3nsnc23)CC1 (stereo not drawn)	-9	2	1	11	-2	-7	0	1
O=C(NCCS(=O)(=O)N1CCc2ccccc2C1)c1ccccc1	7	-5	-1	-1	1	-8	20	1

These rows are one share of the data; rates above refer to the full screens.
